CDK5 p35 inh = CDK5/p35 (human) kinase inhibition; inhibition, % at 10 µM; Recombinant CDK5/p35, ADP-Glo luminescence, 60 min; hit rate 0.01% among 330,000; Q00535+Q15078;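 active means highest replicate inhibition of at least 50% and at least 75% of replicates reaching 50%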;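 further: plate controls were DMSO neutral control for no effect and GW8510 at 10 µM for full effect; many of its hits are not listed in these tables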
SR-BI HDL uptake = inhibitors of mouse SR-BI mediated HDL lipid uptake | hit rate 0.96% among 320,000 | Q61009 | ldlA[mSR-BI] CHO cells, DiI-HDL uptake fluorescence, 3 h | inhibition, % at 12.5 µM;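 active means mean replicate inhibition of at least 70% and a set share of replicates each scoring 70 or more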;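 further: 0% = median of neutral control wells and 100% = median of positive control wells; values of inactives mirror those of a sister screen read the other way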
dFosB act = enhances mouse delta FosB homodimer DNA binding. hit rate 0.99% among 340,000. purified delta FosB, TAMRA-CDK5 oligo fluorescence polarization; percent of positive-control signal above neutral wells. P13346. activation, % at 25 µM. AID 493131;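 active means mean activation above about 17%, with every replicate also reaching it, limit read from the data, passing the limit was not always enough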;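 further: fluorescence polarization rise as delta FosB binds a TAMRA Cdk5 AP-1 oligo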
Target sequence (P13346 whole entry, looked up): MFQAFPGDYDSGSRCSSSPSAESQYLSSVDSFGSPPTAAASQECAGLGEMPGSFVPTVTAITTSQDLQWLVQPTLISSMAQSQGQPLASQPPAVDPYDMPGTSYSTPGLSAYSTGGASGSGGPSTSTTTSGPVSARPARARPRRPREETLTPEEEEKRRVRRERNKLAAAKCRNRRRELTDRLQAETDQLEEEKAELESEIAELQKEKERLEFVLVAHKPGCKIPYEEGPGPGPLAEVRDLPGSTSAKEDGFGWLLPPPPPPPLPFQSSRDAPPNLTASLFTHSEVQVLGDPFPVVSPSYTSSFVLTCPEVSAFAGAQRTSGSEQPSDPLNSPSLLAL
MITF TRPM1 HTS = increases MITF-driven TRPM1 promoter luciferase signal | SK-MEL-5 TRPM1-promoter luciferase, 24 h; % of positive control, neutral wells = 0 | activation, % at 12.5 µM | hit rate 0.75% among 300,000;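 active means mean activation of at least 80% with every replicate also reaching 80%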;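 further: 0% = neutral control wells and 100% = parthenolide positive control wells; values of inactives mirror those of a sister screen read the other way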
PvdQ acylase = blocks Pseudomonas aeruginosa PvdQ acylase activity; purified PvdQ acylase, fluorescence plate reader; hit rate 0.063% among 340,000; inhibition, % at 10 µM; in the data active means inhibition above about 30%, passing the limit was not always enough;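 further: 0% = vehicle neutral wells and 100% = reference inhibitor wells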
V-ATPase pH = alters yeast V-ATPase proton transport | response, % at 10 µM | hit rate 0.37% among 350,000 | S. cerevisiae, pHLuorin cytosolic pH fluorescence; in the data active means response mostly above about 7.3%, no sharp cut-off; inactive means mostly below about 5.4%; further: actives read high; inactives centre near 0; some compounds called inactive have numbers as strong as hits; reference of the scale not given here
HTR5A ag = HTR5A agonism, opioid heterodimer counter-screen; activation, % at 9.3 µM; HTR5A agonist assay, luminescence, cell-based; hit rate 0.61% among 340,000; P47898; in the data active means activation mostly above about 9.5%, no sharp cut-off; inactive means mostly below about 7.6%;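 further: 0% = cells with vehicle only and 100% = reference agonist; strong numbers were not always called active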
Target sequence (P47898 whole entry, looked up): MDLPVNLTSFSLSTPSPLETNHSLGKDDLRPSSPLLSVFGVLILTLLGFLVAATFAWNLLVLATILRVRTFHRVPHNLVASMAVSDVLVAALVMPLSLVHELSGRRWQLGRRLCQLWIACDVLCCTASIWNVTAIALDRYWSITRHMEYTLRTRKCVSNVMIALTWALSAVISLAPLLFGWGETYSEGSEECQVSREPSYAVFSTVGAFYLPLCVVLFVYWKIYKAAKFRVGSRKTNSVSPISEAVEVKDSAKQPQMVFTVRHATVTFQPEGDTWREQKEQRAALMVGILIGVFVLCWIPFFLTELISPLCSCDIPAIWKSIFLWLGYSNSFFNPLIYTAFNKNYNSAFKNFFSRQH
Wnt bcat act = activates Wnt/beta-catenin signaling in a reporter cell assay | activator, plate reader | AID 743398 | activation, % at 9.35 µM | hit rate 1.2% among 300,000; in the data active means activation above about 30%, passing the limit was not always enough;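 further: 0% = neutral control wells and 100% = positive control wells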
NSD2 HMT inh = NSD2 (human) methyltransferase inhibition; inhibition, % at 12.5 µM; hit rate 0.54% among 310,000; O96028; NSD2 peptide methylation, AlphaScreen, 120 min; in the data active means inhibition above about 50%
HTR5A inv ag = counter-screen for OPRM1-OPRD1 inverse agonists: human HTR5A inverse agonism; HTR5A cell line, luminescence; inhibition, % at 9.3 µM; P47898; hit rate 0.083% among 340,000; in the data active means inhibition mostly above about 23%, no sharp cut-off; inactive means mostly below about 18%;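 further: 0% = cells with DMSO and 100% = no-cell wells with DMSO; some compounds called inactive have numbers as strong as hits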
* marks the source's active call; other numbers are inactive results.

CCCC(O)(c1ccc(Cl)cc1)C(CN1CCOCC1)c1ccc(Cl)cc1 (centres undefined) was read as CDK5 p35 inh -0.6, SR-BI HDL uptake 79*, dFosB act -19, MITF TRPM1 HTS -8, PvdQ acylase -12, V-ATPase pH 4, HTR5A ag 8, Wnt bcat act -2, NSD2 HMT inh -1 and HTR5A inv ag -28.
`CCCn1c(=S)[nH]c2cc(C(=O)N3CCCC(C(=O)OCC)C3)ccc2c1=O` (centres undefined) gave CDK5 p35 inh 1.6, SR-BI HDL uptake 6, dFosB act -11, MITF TRPM1 HTS -16, PvdQ acylase 8, V-ATPase pH -7, HTR5A ag 3 and HTR5A inv ag -26.
`CCCN(CC(=O)Nc1ccc(F)c(F)c1F)C(=O)CN1C(=O)NC2(CCCCC2)C1=O` gave CDK5 p35 inh -0.1, SR-BI HDL uptake 3, dFosB act -8, PvdQ acylase -20, V-ATPase pH -1, HTR5A ag 2, Wnt bcat act -1, NSD2 HMT inh -5 and HTR5A inv ag -15.
COc1ccc(NC2=NCCCCC2)cc1 was read as CDK5 p35 inh -0.1, SR-BI HDL uptake 6, dFosB act -1, MITF TRPM1 HTS 10, PvdQ acylase -3, V-ATPase pH -1, HTR5A ag 9, Wnt bcat act 1, NSD2 HMT inh 0 and HTR5A inv ag 8.
`Cc1ccnc(N/N=C/c2ccco2)n1` gave CDK5 p35 inh 0.1, SR-BI HDL uptake -3, dFosB act -6, MITF TRPM1 HTS 35, PvdQ acylase 5, V-ATPase pH 0, HTR5A ag 6, Wnt bcat act 9, NSD2 HMT inh -4 and HTR5A inv ag -16.
`O=C(COC(=O)CCNS(=O)(=O)c1cccs1)Nc1cc(C(F)(F)F)ccc1Cl` gave CDK5 p35 inh -0.1, SR-BI HDL uptake -8, dFosB act -15, MITF TRPM1 HTS -2, PvdQ acylase -1, V-ATPase pH -2, HTR5A ag 2, Wnt bcat act 2, NSD2 HMT inh -2 and HTR5A inv ag -17.
For CC1=CCC2C(=O)N(c3ccc(C)c(Br)c3)C(=O)C2C1 (centres undefined) the results were CDK5 p35 inh 0.1, SR-BI HDL uptake -7, dFosB act 8, MITF TRPM1 HTS 1, PvdQ acylase 12, V-ATPase pH 3, HTR5A ag -2, Wnt bcat act -3 and HTR5A inv ag 5.
For COC(=O)c1cn(C(=O)c2ccccc2F)nc1N the results were CDK5 p35 inh -2.5, SR-BI HDL uptake -11, dFosB act -7, MITF TRPM1 HTS 1, PvdQ acylase -10, V-ATPase pH -4, HTR5A ag 1, Wnt bcat act -2, NSD2 HMT inh -2 and HTR5A inv ag -28.
`CC(=O)N1CCN(C(=O)c2cc(C)nc3ccccc23)CC1` gave CDK5 p35 inh -0.4, SR-BI HDL uptake -10, dFosB act -2, MITF TRPM1 HTS -15, PvdQ acylase -6, V-ATPase pH -1, HTR5A ag -3, Wnt bcat act 0, NSD2 HMT inh -5 and HTR5A inv ag 7.
CC(/C=C1\SC(=S)N(CCCC(=O)Nc2ccc(C(=O)O)cc2)C1=O)=C\c1ccccc1 was read as CDK5 p35 inh -0.4, SR-BI HDL uptake 18, dFosB act -14, MITF TRPM1 HTS 4, PvdQ acylase -6, V-ATPase pH 0, HTR5A ag 2, NSD2 HMT inh 10 and HTR5A inv ag -6.
For CCc1nnc(NC(=O)COc2ccc3c(c2)OCO3)s1 the results were CDK5 p35 inh 0.1, dFosB act 11, MITF TRPM1 HTS 20, PvdQ acylase -4, V-ATPase pH -1, HTR5A ag 2, Wnt bcat act -3, NSD2 HMT inh 100* and HTR5A inv ag -6.
For CCOC(=O)CSc1nnc([C@H](CC(C)C)NC(=O)OC(C)(C)C)o1 the results were CDK5 p35 inh 0.4, SR-BI HDL uptake -6, dFosB act -7, MITF TRPM1 HTS -5, PvdQ acylase -15, V-ATPase pH 0, HTR5A ag 2, NSD2 HMT inh 0 and HTR5A inv ag 3.
For O=C(CSc1nnc(Cc2ccccc2)n1-c1ccc(F)cc1)N1CCOCC1 the results were CDK5 p35 inh 0.5, SR-BI HDL uptake -27, dFosB act 3, MITF TRPM1 HTS 15, PvdQ acylase 20, V-ATPase pH 9, HTR5A ag 5, Wnt bcat act 6 and HTR5A inv ag 14.
CCOc1ccccc1NC(=O)CNC(=O)CNC(=O)Cc1ccccc1 was read as CDK5 p35 inh 2.1, SR-BI HDL uptake -15, dFosB act 0, MITF TRPM1 HTS -8, PvdQ acylase 6, V-ATPase pH 0, HTR5A ag 2, Wnt bcat act 1, NSD2 HMT inh 0 and HTR5A inv ag -6.
Screening Fc1ccc(Nc2c(-c3ccco3)nc3ccccn23)cc1 returned CDK5 p35 inh -2.5, SR-BI HDL uptake 24, dFosB act -9, MITF TRPM1 HTS 22, PvdQ acylase -16, V-ATPase pH 2, HTR5A ag 2, Wnt bcat act 1, NSD2 HMT inh 2 and HTR5A inv ag -16.
COc1cc(/C=C(/C#N)c2ccc(F)cc2)ccc1Oc1ccc([N+](=O)[O-])cn1 was read as CDK5 p35 inh -1.3, SR-BI HDL uptake 85*, dFosB act -2, MITF TRPM1 HTS -9, PvdQ acylase -12, V-ATPase pH -2, HTR5A ag 1, Wnt bcat act 1, NSD2 HMT inh 3 and HTR5A inv ag -3.
Cc1c(C#N)c2ccccc2n1CC(=O)O was read as CDK5 p35 inh 0.0, SR-BI HDL uptake -4, dFosB act -1, MITF TRPM1 HTS -14, PvdQ acylase -6, V-ATPase pH 3, HTR5A ag 2, Wnt bcat act 2, NSD2 HMT inh -3 and HTR5A inv ag -1.
CCOc1ccc(CNC(=O)CCCc2cn(C)c3ccccc23)cc1OC was read as CDK5 p35 inh -0.4, SR-BI HDL uptake 34, dFosB act -6, PvdQ acylase -14, V-ATPase pH 2, HTR5A ag 10, Wnt bcat act -3 and HTR5A inv ag -29.
For Nc1c(Cl)cc(C(=O)NC2CC2)cc1Cl the results were CDK5 p35 inh -0.1, SR-BI HDL uptake -8, dFosB act -3, MITF TRPM1 HTS -14, PvdQ acylase 5, V-ATPase pH 0, HTR5A ag 3, Wnt bcat act -6, NSD2 HMT inh 0 and HTR5A inv ag -11.
COc1ccccc1NC(=O)c1cc(Cl)ccc1NC(=O)c1ccco1 was read as CDK5 p35 inh -0.6, SR-BI HDL uptake 58, dFosB act -13, MITF TRPM1 HTS 9, PvdQ acylase -17, V-ATPase pH 1, HTR5A ag 0, NSD2 HMT inh -3 and HTR5A inv ag 8.
Screening CC(C)(C)c1cc(NS(=O)(=O)c2cccs2)no1 returned CDK5 p35 inh 0.0, SR-BI HDL uptake 10, dFosB act 9, PvdQ acylase -14, V-ATPase pH 0, HTR5A ag -3, Wnt bcat act 0, NSD2 HMT inh 6 and HTR5A inv ag 10.
COc1cccc(CN(C)C(=S)Nc2cccc(C)c2)c1 was read as CDK5 p35 inh -0.1, SR-BI HDL uptake -11, dFosB act 1, MITF TRPM1 HTS 0, PvdQ acylase -12, V-ATPase pH -3, HTR5A ag 3, Wnt bcat act -2, NSD2 HMT inh 10 and HTR5A inv ag -12.
For O=c1cc(N2CCC3(CC2)OCCO3)[nH]c(=O)n1C1CCCCC1 the results were CDK5 p35 inh -0.4, SR-BI HDL uptake -2, dFosB act 5, MITF TRPM1 HTS 6, PvdQ acylase -17, V-ATPase pH -1, HTR5A ag -3, NSD2 HMT inh 1 and HTR5A inv ag 9.
Screening COc1ccc(NC(=O)c2ccc(NC(=O)C(C)C)cc2)c([N+](=O)[O-])c1 returned CDK5 p35 inh -3.0, SR-BI HDL uptake 36, dFosB act 2, MITF TRPM1 HTS -4, PvdQ acylase -12, V-ATPase pH 2, HTR5A ag -3, Wnt bcat act -3, NSD2 HMT inh -1 and HTR5A inv ag 7.
`CCCCCNc1c(C(=O)OCC)c(=O)[nH]c2ccccc12` gave CDK5 p35 inh -1.2, SR-BI HDL uptake -6, dFosB act -12, MITF TRPM1 HTS -3, PvdQ acylase -17, V-ATPase pH 3, HTR5A ag 0, Wnt bcat act 1, NSD2 HMT inh -8 and HTR5A inv ag -2.
`Cc1ccc(NCN2C(=O)C3CC=C(Cl)CC3C2=O)cc1` (centres undefined) gave CDK5 p35 inh 1.1, SR-BI HDL uptake -18, dFosB act 6, MITF TRPM1 HTS -2, PvdQ acylase -5, V-ATPase pH -1, HTR5A ag -2, NSD2 HMT inh 1 and HTR5A inv ag 5.
For COc1ccc(NC(=O)CCOc2ccc(C)cc2)cc1S(=O)(=O)N1CCOCC1 the results were CDK5 p35 inh 1.5, SR-BI HDL uptake 16, dFosB act -13, MITF TRPM1 HTS 5, PvdQ acylase -12, V-ATPase pH 1, HTR5A ag -1, Wnt bcat act 9, NSD2 HMT inh 1 and HTR5A inv ag -6.
Cc1ccc2oc(=O)n(CC(=O)O)c2c1 was read as CDK5 p35 inh 0.3, dFosB act 5, MITF TRPM1 HTS 9, PvdQ acylase -4, V-ATPase pH 3, HTR5A ag 2, Wnt bcat act -2 and HTR5A inv ag -6.
`CC(C)CCNC(=O)C(c1ccco1)N(CCCO)C(=O)Cn1nnc(-c2ccc(F)cc2)n1` (centres undefined) gave CDK5 p35 inh 1.0, SR-BI HDL uptake -1, dFosB act -12, MITF TRPM1 HTS -2, PvdQ acylase -7, V-ATPase pH -1, HTR5A ag -3, Wnt bcat act -1, NSD2 HMT inh -4 and HTR5A inv ag 10.
Cc1cc(N(CC(=O)NC(C)C)S(C)(=O)=O)ccc1Br was read as CDK5 p35 inh -1.0, SR-BI HDL uptake -20, dFosB act -2, MITF TRPM1 HTS 8, PvdQ acylase 1, V-ATPase pH -1, HTR5A ag 1, Wnt bcat act 0, NSD2 HMT inh 7 and HTR5A inv ag 32.
Screening O=C(N/N=C/c1ccccc1OCc1ccccc1)c1cccs1 returned CDK5 p35 inh 1.2, SR-BI HDL uptake 76*, dFosB act 0, MITF TRPM1 HTS 10, PvdQ acylase 11, V-ATPase pH 0, HTR5A ag -2, Wnt bcat act -1, NSD2 HMT inh -2 and HTR5A inv ag 7.
Screening O=C(O)C1CCCCC1C(=O)NCc1ccccn1 (centres undefined) returned CDK5 p35 inh -6.6, SR-BI HDL uptake -5, dFosB act 2, MITF TRPM1 HTS 10, PvdQ acylase -4, V-ATPase pH 1, HTR5A ag 3, Wnt bcat act 0, NSD2 HMT inh -3 and HTR5A inv ag -7.
`CCN1C(=O)c2c(C)nc3ccccc3c2C1=O` gave CDK5 p35 inh -0.3, SR-BI HDL uptake 12, dFosB act -1, MITF TRPM1 HTS 5, PvdQ acylase 1, V-ATPase pH 6, HTR5A ag 4, Wnt bcat act -1, NSD2 HMT inh 11 and HTR5A inv ag -15.
For Cc1cc(C)n(-c2ccc(C(=O)OC(C)C)cc2)n1 the results were CDK5 p35 inh 2.4, SR-BI HDL uptake 3, dFosB act -2, MITF TRPM1 HTS 10, PvdQ acylase 7, V-ATPase pH 5, HTR5A ag 6, NSD2 HMT inh 1 and HTR5A inv ag -16.
CCc1ccc(NC(=O)C2CCN(S(=O)(=O)c3cccs3)CC2)cc1 was read as CDK5 p35 inh -0.7, SR-BI HDL uptake 5, dFosB act -13, MITF TRPM1 HTS -4, PvdQ acylase -1, V-ATPase pH 10, HTR5A ag 5, Wnt bcat act -1, NSD2 HMT inh -1 and HTR5A inv ag -15.
Screening CCCCNc1c(-c2ccc(SC3CCCCC3)cc2)nc2ccccn12 returned CDK5 p35 inh 0.5, SR-BI HDL uptake 12, dFosB act 2, MITF TRPM1 HTS 35, PvdQ acylase -5, V-ATPase pH 2, HTR5A ag 2, Wnt bcat act 37*, NSD2 HMT inh -6 and HTR5A inv ag -20.
